Screening results: PubChem, National Center for Advancing Translational Sciences (NCATS)
FUS yeast rescue – qHTS for Suppressors of FUS Proteinopathy: Primary screen using FUS-linked yeast assay. S. cerevisiae FUS-expressing, growth rescue, OD600, 24 h. Potency, µM (titrated, usually from 76.6 µM), inactives show at the top dose growth rescue (activation), usual class: activators. actives 0.24% (n = 390,000);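 note: potency is the fitted concentration of half-maximal effect; plate controls were DMSO vehicle for no effect and reference control for full effect; nearly all actives have a fitted effect of over 55% in size; some results filed as inactive show a strong effect at the top dose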
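Steps: raffinose overnight preculture; dilution to OD 0.005 in 2% galactose minimal medium; compound addition (concentration series); 24hr at 30C, 99% humidity; absorbance read at 600 nm.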
PTHR1 ag – qHTS for PTHR1 Agonists: Primary Screen; Parathyroid hormone/parathyroid hormone-related peptide receptor (Homo sapiens), Q03431; HEK293 GP2 PTHR1 cells, GloSensor cAMP luminescence, 1 h; Potency, µM (series often up to 115 µM), without a hit: at the top dose activation, actives largely listed as activators; actives 0.075% (n = 410,000); AID 743266, 2014; note: potency is the fitted concentration of half-maximal effect; nearly all actives have a fitted effect of over 55% in size; some results filed as inactive show a strong effect at the top dose; inactives centre near -15; many of its hits are not listed in these tables
Target sequence (Q03431 whole entry, looked up): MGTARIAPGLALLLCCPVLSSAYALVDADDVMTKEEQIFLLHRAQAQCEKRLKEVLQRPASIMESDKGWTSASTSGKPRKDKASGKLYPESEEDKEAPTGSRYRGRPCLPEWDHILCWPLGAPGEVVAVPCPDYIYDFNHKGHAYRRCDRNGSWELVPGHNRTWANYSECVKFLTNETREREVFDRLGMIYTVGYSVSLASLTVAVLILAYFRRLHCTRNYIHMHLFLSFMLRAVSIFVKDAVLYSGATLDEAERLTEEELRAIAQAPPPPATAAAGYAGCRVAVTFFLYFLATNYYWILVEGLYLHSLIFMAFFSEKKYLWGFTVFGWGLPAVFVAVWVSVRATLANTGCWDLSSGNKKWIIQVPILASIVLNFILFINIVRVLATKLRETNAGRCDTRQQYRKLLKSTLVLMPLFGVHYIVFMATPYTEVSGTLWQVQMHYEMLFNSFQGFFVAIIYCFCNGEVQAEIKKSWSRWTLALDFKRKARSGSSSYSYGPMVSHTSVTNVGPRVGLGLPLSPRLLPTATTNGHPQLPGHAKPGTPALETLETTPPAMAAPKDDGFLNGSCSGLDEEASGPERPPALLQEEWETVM
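HEK-293-derived GP2 cells expressing PTHR1 and a GloSensor cAMP reporter, 3,000/well, plated overnight, given luciferin plus IBMX (each 0.5 mM as added) for 1 h at 37 °C, then compound for 1 h at 37 °C. Luminescence was read after 15 min at room temperature.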
aSyn yeast inh – qHTS of alpha-syn Inhibitors | Yeast expressing alpha-synuclein, growth rescue, BacTiter-Glo, 24 h | actives 0.14% (n = 370,000) | Potency, µM (top dose mostly 46.1 µM), without a hit: top-dose growth rescue (activation), usual class: activators; note: potency is the fitted concentration of half-maximal effect; % of control where 0% means no effect; nearly all actives have a fitted effect of over 65% in size
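Galactose-induced alpha-syn yeast (OD600=0.02, raffinose-pregrown) + pinned cpd, 24 hr, 30 deg C; growth by BacTiter-Glo luminescence. Growth restoration scores as activation.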
pAkt inh – HTS Assay for Inhibitors of Akt Phophorylation: Primary Screen; Neuro2A IGF-stimulated pAkt S473 HTRF, 20 min; stronger effect = lower value; activity change, % for hits at 50 µM; actives 0.32% (n = 360,000); AID 651550, 2012; in the data active = activity change below about -80%; inconclusive = mostly about -51% to -80%; note: % is set by controls: 0 for no effect and ±100 for the full control effect
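Single-point screen (50 µM final compound) in Neuro2A cells stimulated 20 min with 6 nM IGF at 37 deg C. After lysis, Ser473-phosphorylated Akt read by HTRF (ex 330 nm, em 615/665 nm) as the 665/615 ratio.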
DRD3 antagonist – qHTS of D3 Dopamine Receptor Antagonist: qHTS; D3R cells, DiscoveRx beta-arrestin luminescence, antagonist mode; stronger effect = lower value; max response, negative = inhibition, %; actives 2.5% (n = 360,000); in the data active = max response below about -50%; inconclusive = no clear call, values can overlap the other calls; note: % is set by controls: 0 for no effect and ±100 for the full control effect; mostly tested at two doses, the higher about 12 µM
Target sequence (P35462 whole entry, looked up): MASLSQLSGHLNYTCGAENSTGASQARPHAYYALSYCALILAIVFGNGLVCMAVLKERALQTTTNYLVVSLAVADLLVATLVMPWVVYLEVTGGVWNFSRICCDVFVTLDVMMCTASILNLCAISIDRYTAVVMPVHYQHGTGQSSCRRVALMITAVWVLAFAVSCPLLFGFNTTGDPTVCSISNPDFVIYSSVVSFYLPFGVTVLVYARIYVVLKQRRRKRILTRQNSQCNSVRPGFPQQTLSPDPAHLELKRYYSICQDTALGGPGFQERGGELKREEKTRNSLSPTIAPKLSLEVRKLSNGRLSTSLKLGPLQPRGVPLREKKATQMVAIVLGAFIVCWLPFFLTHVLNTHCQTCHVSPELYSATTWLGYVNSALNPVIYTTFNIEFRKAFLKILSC
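Cells plated overnight at 1500 cells/well, then exposed to library compounds with dopamine controls for 90 minutes at 37 degrees C. DiscoveRx reagent added for 30–60 minutes at room temperature; luminescence read, quantitative HTS format.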
Abeta rescue – qHTS for compounds that reverse cellular toxicity of Amyloid beta (A-beta) peptide in yeast: Primary Screen; yeast expressing A-beta42, growth rescue, OD600, 48 h; response scale: 0% DMSO, 100% iron-clioquinol control; Potency, µM (highest dose often 46.1 µM), for inactives: at the top dose growth rescue, usual class: activators; actives 0.063% (n = 410,000); AID 1347071, 2019; note: potency is the fitted concentration of half-maximal effect; nearly all actives have a fitted effect of over 55% in size
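Yeast A-beta toxicity model in growth medium with pinned compounds, 48 h at 30 C; growth read as absorbance at 600 nm. Normalized to FeCl3/clioquinol equimolar mix (positive) and DMSO (negative).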
GLP1R inv ag – qHTS of GLP-1 Receptor Inverse Agonists (Inhibition Mode). Glucagon-like peptide 1 receptor (Homo sapiens), P43220. HEK293 GLP-1R CRE-luciferase, luminescence, 24 h; GLP-1R form is constitutively active. Potency, µM (titrated, usually from 38.3 µM), for the others: at the top dose activity change, negative = inhibition, actives largely listed as inhibitors. actives 1.6% (n = 410,000); note: potency is the fitted concentration of half-maximal effect; % is set by controls: 0 for no effect and ±100 for the full control effect; nearly all actives have a fitted effect of over 55% in size
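Inverse agonists were sought by their lowering of basal cAMP reporter luciferase output in HEK293 cells stably carrying constitutively active human GLP-1R, after 24 h compound treatment.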
GLP1R ag – qHTS of GLP-1 Receptor Agonists; Glucagon-like peptide 1 receptor (Homo sapiens), P43220; actives 0.007% (n = 380,000); HEK293 GLP-1R CRE-luciferase, luminescence, 4-6 h; cells express a hypersensitive GLP-1R form; Potency, µM (series often up to 45.6 µM), for the others: at the top dose activation, most hits filed as activators; AID 624172, 2012; note: potency is the fitted concentration of half-maximal effect; % of control where 0% means no effect
TDP-43 yeast inh – qHTS of TDP-43 Inhibitors; Potency, µM (highest dose often 46.1 µM), without a hit: at the top dose growth rescue (activation), most hits filed as activators; TDP-43 expressing yeast growth rescue, BacTiter-Glo, 24 h; actives 1.8% (n = 410,000); note: potency is the fitted concentration of half-maximal effect; % of control where 0% means no effect; nearly all actives have a fitted effect of over 50% in size
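Yeast expressing TDP-43 (pregrown in raffinose, seeded at OD600=0.02 in galactose medium) exposed to compounds 24 hr at 30 deg C. Growth read by BacTiter-Glo luminescence; rescue of toxicity appears as increased signal.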
An asterisk follows results filed as active; i = inactive; ? = inconclusive; · = not tested or not shown; & = joins results of further samples; [ ] = dose if it differs, or a comment. Unless noted, calls come from the whole dose curve; as a rule, active = well fitted curve in the direction sought with a large enough effect; inconclusive = small, poorly fitted or top-dose-only effect, or another doubt; inactive = no such curve, though single readings can be large; an effect the other way counts as inactive or inconclusive. These rows are one share of the data; count on the stated rates, not on these rows.

smiles,FUS yeast rescue,PTHR1 ag,aSyn yeast inh,pAkt inh,DRD3 antagonist,Abeta rescue,GLP1R inv ag,GLP1R ag,TDP-43 yeast inh
COc1ccc(CN(C)C(=O)Cn2cnc3c(OCc4ccccc4)ncnc32)cc1OC,5%,-36%[inhibitor],-3%,i,30,-2%,12%,-3%,0%
COc1ccccc1N(C)S(=O)(=O)c1ccc(C(=O)Nc2nnc(C)s2)cc1,-5%,i,2%,i,1,8%,0%,-6%,20%
CC1CCCCC1NC(=O)CSc1nnnn1C (configuration not stated),-7%,i,3%,i,0,8%,30%,0%,-20%
O=C(COC(=O)Cc1c[nH]c2ccccc12)Nc1ccccc1,-15%,i,5%,i,9,16%,13%,-4%,20%
Cc1ccc(OCCN2CCNCC2)c([N+](=O)[O-])c1,13%,-6%,-1%,i,-87*,-12%,-25%,-5%,-2%
CC1CCCCN1CCCNC(=O)c1ccc(NC(=O)C2=CSCCO2)cc1 (configuration not stated),12%,i,4%,i,1,·,44%[activator],3%,10%
COc1ccc(N2C(=O)c3ccccc3NC2c2ccc(OC)c(CSc3ccccn3)c2)cc1 (configuration not stated),34%,-7%[57.5 µM],1%,-92%*,9,-3%,0%,11%,-11%
COc1ccc(Cc2nnc(N)s2)cc1OC,16%,-9%[57.5 µM],-1%,i,14,20%,7%,-2%,17%
O=C(Cn1cc(Br)ccc1=O)Nc1ccc2c(c1)OCO2,-4%,-18%,-4%,i,-2,-12%,-4%,2%,17%
O=C1c2ccccc2C(=O)N1CCCc1nc(-c2ccccn2)no1,11%,i,-3%,i,9,9%,-20%,3%,2%
Cc1cccc(C2(c3cccc(C)c3)CC2C(=O)Nc2ccc([N+](=O)[O-])cc2O)c1 (configuration not stated),·,-29%,3%,i,-70*,7%,2.5µM*,-5%,-5%
COc1cccc(-n2c(C)nc3c(cnn3-c3ccc(Cl)cc3)c2=O)c1,-10%,-23%[57.5 µM],3%,i,8,13%,-26%,-10%,3%
CCCC1(C)NC(=O)c2ccccc2O1 (configuration not stated),-16%,-8%,0%,i,5,9%,5%,1%,5%
Cc1cccc(NC(=O)CSCC(=O)Nc2cc(Cl)ccc2N2CCOCC2)c1,35%,i,3%,i,-18,13%,?,19%,19%
CC1Cc2cc(/C(O)=C3/C(=O)C(=O)N(CCN4CCOCC4)C3c3ccc([N+](=O)[O-])cc3)ccc2O1 (configuration not stated),?,0%,-1%,i,-3,5%,1%,1%,3%
Cc1ccc(S(=O)(=O)C(CNS(=O)(=O)c2ccc(F)c(C)c2)c2cccs2)cc1 (configuration not stated),-11%,-15%,·,·,·,-17%,0%,·,?
Cc1ccc2oc(=O)c3cc(C(=O)NCCN4CCN(C)CC4)sc3c2c1,-23%,i,1%,i,-2,-8%,3%,-1%,2%
Cc1sc2nc(CSCC(=O)Nc3c(Cl)cccc3Cl)[nH]c(=O)c2c1C,17%,-10%,-2%,i,3,11%,11%,11%,6%
CC1C(=O)N2CCCc3cc(NC(=O)C4CC4)cc1c32 (configuration not stated),44%,-10%,-3%,i,-4,-2%,7%,5%,-19%
Cc1cn(CC(=O)N2CCN(c3ccccn3)CC2)c(=O)[nH]c1=O,-13%,-7%,-2%,i,-6,3%,8%,9%,20%

Entries of single compounds, looked up by structure:
Cc1ccc(OCCN2CCNCC2)c([N+](=O)[O-])c1 is listed with FUS yeast rescue = 13%; PTHR1 ag = -6%; aSyn yeast inh = -1%; pAkt inh = i; DRD3 antagonist = -87*; Abeta rescue = -12%; GLP1R inv ag = -25%; GLP1R ag = -5%; TDP-43 yeast inh = -2%
Cc1cccc(C2(c3cccc(C)c3)CC2C(=O)Nc2ccc([N+](=O)[O-])cc2O)c1 (configuration not stated) is listed with FUS yeast rescue = ·; PTHR1 ag = -29%; aSyn yeast inh = 3%; pAkt inh = i; DRD3 antagonist = -70*; Abeta rescue = 7%; GLP1R inv ag = 2.5µM*; GLP1R ag = -5%; TDP-43 yeast inh = -5%

(listing goes on)
smiles,FUS yeast rescue,PTHR1 ag,aSyn yeast inh,pAkt inh,DRD3 antagonist,Abeta rescue,GLP1R inv ag,GLP1R ag,TDP-43 yeast inh
Cc1ccc(C(=O)NN(C)c2nc3ccccc3nc2C(F)(F)F)cc1,-7%,11%[57.5 µM],-6%,i,23,-4%,?,-17%,-6%
COc1ccc(CN(C)C(=O)c2cc(-c3ccccc3)nc3ccc(C)cc23)c(OC)c1,11%,-46%[inhibitor],-4%,i,155,4%,5.6µM*,0%,1%
Cc1cccc(N2CCN(C(=O)CN(C)S(=O)(=O)c3ccc4c(c3)CCC(=O)N4)CC2)c1C,43%,-95%[inhibitor],9%,i,16,8%,14%,-4%,25%
O=C(Cc1cccc2ccccc12)Nc1ccc(OC(F)F)c(Cl)c1,·,-80%[inhibitor],14%,i,12,7%,?,-8%,14%
COc1ccc(CN(C(=O)COc2ccccc2OC)C2CCS(=O)(=O)C2)cc1 (configuration not stated),-4%,i,·,·,·,-9%,2%,·,17%[9.22 µM]
COc1ccc(CC(Cc2ccc(OC)c(OC)c2)NC=O)cc1OC,13%,-39%[inhibitor],-1%,i,5,7%,24%,4%,20%
Cn1c(-c2ccc3c(c2)OCO3)cnc1NCc1cccc(O)c1,8%,i,-5%,i,2,-14%,-20%,1%,-12%
COc1ccc(-c2nc(SCC(=O)Nc3ccc4c(c3)OCO4)c(-c3ccc(OC)cc3)[nH]2)cc1,10%,-19%,·,·,·,-1%,-14%,·,14%
COC(=O)c1c(SCC(=O)Nc2cc(C)cc(C)c2)[nH]c2ccccc2c1=O,-5%,-39%,·,·,·,-4%,-19%,0%,24%
COCCn1c(=S)[nH]c2cc(C(=O)NC3CCCCCC3)ccc2c1=O,-48%,i,0%,i,3,-4%,9%,8%,0%
NC(=O)c1nsc(C(=O)N(CC(=O)NCc2ccc3c(c2)OCO3)C2CCCCC2)c1N,10%,i,4%&1%,i,?,11%,6%,3%,-7%
O=C(O)CCC(=O)N1CCOc2ccc(Cl)cc21,12%,30%[57.5 µM],-29%,i,?,-5%,11%,-5%,-22%
CC1CCN(C2(O)C(=O)Nc3ccc([N+](=O)[O-])cc32)CC1 (configuration not stated),-22%,i,12%,i,-1,14%,5%,8%,15%
Cc1ccc(OCC(=O)Nc2ccc(Cl)c(-c3nc4ncccc4o3)c2)cc1C,32%,-4%,?,·,·,23%,2%,0%,18µM*
O=C(COC(=O)/C=C/c1ccc([N+](=O)[O-])cc1)NCC1CCCCC1,·,-17%,-1%,i,0,-4%,17%,-15%,25%
NS(=O)(=O)c1ccc(CCNC(=O)CSc2ccc(Cl)cc2Cl)cc1,9%,i,1%,i,5,10%,-29%,3%,-11%
CC1(C(=O)NS(=O)(=O)c2cccc(C#N)c2)CCN1C(=O)Cc1ccccc1Cl (configuration not stated),-14%,i,0%,i,0,-18%,23%,-6%,-6%
COc1cccc2c1OCC(C(=O)OCc1cccnc1)=C2,-1%,-9%,-1%,i,3,-6%,2%[7.66 µM],11%,21%[9.22 µM]
COc1ccc(N(CC(=O)NCc2cccnc2)S(=O)(=O)c2ccccc2)c(OC)c1,-14%,i,3%,i,0,4%,24%,-2%,11%
O=C(COc1ccc(S(=O)(=O)NCc2ccccc2)cc1)NCC1CCCO1 (configuration not stated),4%,i,2%,i,-3,8%,0%,-8%,-8%
Cn1ncc(Cl)c1C(=O)Nc1ccc2c(c1)CCC2,-8%,-2%,6%,i,1,4%,-2%,5%,?
CC1CCN(C(=O)CSc2ccc(-c3cccc([N+](=O)[O-])c3)nn2)CC1,2%,-45%[inhibitor],7%,i,13,9%,-21%,9%,?
CC(=O)Nc1ccc(NC(=O)N2CCCCC2)cc1,-23%,i,1%,i,1,7%,22%,0%,0%
O=C(NCc1ccncc1)C(=O)NCc1ccco1,-25%,i,-2%,i,0,-6%,8%,-1%,-8%
CCC12CN3CC(CC)(CN(C1)C3c1c(O)ccc3ccccc13)C2=O (configuration not stated),·,i,5%,i,-17,-2%,0%,-9%,-35%[inhibitor]
Cc1ccc(-c2c[n+](CC(=O)Nc3c(C)cccc3C)c3n2CCC3)cc1,-12%,i,-2%,i,-21,2%,12%,1%,-8%
COCCOc1cc2ncnc(N3CCC(C(=O)O)CC3)c2cc1OCCOC,-19%,i,2%,i,6,15%,11%,-3%,21%
CC(C)(C)NC(=O)CCSc1nnc(-c2ccco2)o1,-5%,i,0%,i,9,-2%,27%,2%,0%
Cc1ccc(CN(C(=O)c2ccco2)C(C(=O)NC2CCCC2)c2ccc(N3CCOCC3)cc2)cc1 (configuration not stated),45%,-13%[57.5 µM],2%,i,-21,0%,2%,7%,1%
O=S(=O)(/C=C/C=C/S(=O)(=O)c1ccccc1)c1ccccc1,·,-6%,20%,i,-101*,-57%[inhibitor],-75%,-34%[inhibitor],25%
COCCNC(=O)c1cc2c(=O)[nH]c3ccccc3c2s1,34%,i,-5%,i,4,7%,56%[activator],12%,-7%
